Runt-SMMHC FRET: Runt domain-CBFb-SMMHC interaction inhibition. Q01196+Q13951. Cerulean-Runt/Venus-CBFb-SMMHC FRET ratio 530/480, 1 h. inhibition, % at 20 µM. actives 0.74% (n = 220,000). AID 1434;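 active means mean inhibition across duplicate retests at 20 µM reaching about 50%, limit read from the data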;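 further: 0% = DMSO wells and 100% = wells with excess untagged CBFb-SMMHC; inhibitors lower the FRET ratio by blocking Runt binding to CBFb-SMMHC; some results filed as inactive read as strong as hits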
Furin inhibitor: inhibitors of human furin. P09958. AID 463115. actives 0.061% (n = 220,000). inhibition, % at 30 µM. purified furin, fluorogenic substrate cleavage; in the data active means inhibition above about 25%; further: inactives centre near -15
Target sequence (P09958 108-714 limits assumed): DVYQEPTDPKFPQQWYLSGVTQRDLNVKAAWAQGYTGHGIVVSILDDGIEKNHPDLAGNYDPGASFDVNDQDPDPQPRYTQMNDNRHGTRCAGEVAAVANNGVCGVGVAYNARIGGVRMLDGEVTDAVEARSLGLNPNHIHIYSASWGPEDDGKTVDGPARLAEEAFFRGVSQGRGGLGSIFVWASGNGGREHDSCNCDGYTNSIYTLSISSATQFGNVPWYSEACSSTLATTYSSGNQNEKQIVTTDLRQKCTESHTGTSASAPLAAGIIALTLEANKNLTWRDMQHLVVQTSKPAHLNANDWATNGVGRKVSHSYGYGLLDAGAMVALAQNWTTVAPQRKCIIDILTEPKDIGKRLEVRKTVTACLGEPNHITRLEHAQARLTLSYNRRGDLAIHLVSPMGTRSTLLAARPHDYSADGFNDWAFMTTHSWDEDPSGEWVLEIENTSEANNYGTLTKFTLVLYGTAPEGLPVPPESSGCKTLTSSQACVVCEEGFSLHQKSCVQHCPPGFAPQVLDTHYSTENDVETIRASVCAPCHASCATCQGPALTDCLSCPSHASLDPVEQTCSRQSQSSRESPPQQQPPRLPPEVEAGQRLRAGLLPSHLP
EBV gp42 block: EBV gp42 inhibition. Fluorescence polarization binding assay, mP read-out. Q1HVG2. actives 0.42% (n = 220,000). AID 1085. inhibition, % (tested at 21.74 µM); in the data active means inhibition above about 50%
p97 ATPase inh: human p97 ATPase inhibition; inhibition, % at 8 µM; recombinant p97 ATPase, Kinase-Glo ATP luminescence, 3 h; actives 0.42% (n = 220,000); in the data active means inhibition above about 15%;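 further: 0% = DMSO vehicle and 100% = wells lacking enzyme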
Tb hexokinase: T. brucei hexokinase 1 inhibition. inhibition, % at 10 µM. recombinant TbHK1, G6PDH-coupled NADH A340. actives 0.11% (n = 220,000). AID 1430;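 active means inhibition of 50% or more in the single-dose primary screen; inactive means inhibition below 50%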
Runt-CBFb FRET: blocks binding of human RUNX1 Runt domain to CBFb; Q01196+Q13951; Cerulean-Runt/Venus-CBFb FRET ratio 530/480, 1 h; inhibition, % at 20 µM; actives 0.46% (n = 220,000);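 active means inhibition over about 50% at 20 µM in the single-dose screen, limit read from the data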;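 further: 0% = DMSO wells and 100% = excess unlabeled CBFb competitor control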
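Assay system: Cerulean-Runt domain / Medium: Tris 50 mM pH 7.5, KCl, K2SO4, 0.01% BSA / Timing: protein complex preformed 1 h, compound exposure 1 h, room temperature, dark / Measured by: FRET, excitation 422 nm, emission at 530 and 480 nm / Evaluation: loss of energy transfer signal / Control set: 5 µM unlabeled CBFb as full-inhibition high control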
RBBP9 inhibitor: human RBBP9 hydrolase inhibition; O75884; recombinant RBBP9, FP-Rh probe fluorescence polarization; inhibition, % at 7.94 µM; actives 0.2% (n = 220,000); AID 1515;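 active means inhibition above the campaign mean of all tested compounds plus 3 SD, cut at about 14% in these data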;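 further: plate controls were DMSO wells with RBBP9 for no effect and wells lacking RBBP9 protein for full effect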
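System: RBBP9 protein / Quantity: 2.5 µM RBBP9 dispensing solution, before mixing / Also added: Serine-hydrolase probe FP-Rh, 375 nM pre-mixing / Dosing: 7.94 µM single dose, 0.794% DMSO / Timing: enzyme-compound preincubation 30 min, then probe labeling 45 min, 25 °C / Signal: FP readout at 525/598 nm / Controls: DMSO-treated enzyme wells and wells lacking RBBP9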
p47phox inh: blocks human p47phox regulatory protein of NADPH oxidases; P14598; p47phox/p22phox peptide binding, fluorescence polarization, 2 h; inhibition, % at 24.7 µM; actives 0.53% (n = 220,000);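 active means inhibition above about 30%, limit read from the data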;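 further: 0% = p47phox with labelled peptide and 100% = labelled peptide alone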
Target sequence (P14598 whole entry, looked up): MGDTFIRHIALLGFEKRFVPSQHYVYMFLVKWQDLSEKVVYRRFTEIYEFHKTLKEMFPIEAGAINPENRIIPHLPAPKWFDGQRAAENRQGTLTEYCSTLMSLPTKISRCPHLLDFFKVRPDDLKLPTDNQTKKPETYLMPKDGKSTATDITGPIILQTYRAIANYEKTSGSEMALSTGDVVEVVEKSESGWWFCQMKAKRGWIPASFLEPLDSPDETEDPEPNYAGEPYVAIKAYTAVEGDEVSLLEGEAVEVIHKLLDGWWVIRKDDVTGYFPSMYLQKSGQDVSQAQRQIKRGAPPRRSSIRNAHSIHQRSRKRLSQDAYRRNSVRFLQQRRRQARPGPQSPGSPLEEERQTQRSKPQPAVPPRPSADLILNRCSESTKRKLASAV
Calpain2 inh: calpain II (pig) inhibition; inhibition, % at 16 µM; AID 1236; actives 0.37% (n = 220,000); purified calpain II, fluorogenic peptide substrate, 30 min;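 active means inhibition above about 50%, limit read from the data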
* marks the source's active call; other numbers are inactive results; [ ] = dose if it differs, or a comment.

Screening O=C(c1cc(F)ccc1F)C1CCCN(C(=O)c2cccs2)C1 (centres undefined) returned Runt-SMMHC FRET 3.1, Furin inhibitor -9.5, EBV gp42 block -0.8, p97 ATPase inh -3.6, Tb hexokinase -8.4, Runt-CBFb FRET -0.5, RBBP9 inhibitor -11.4, p47phox inh -18.8 and Calpain2 inh -13.1.
`O=C(O)CC/C(=C\c1cc([N+](=O)[O-])ccc1Cl)c1nc2ccccc2s1` gave Runt-SMMHC FRET -1.1, Furin inhibitor -12.8, EBV gp42 block -11.7, p97 ATPase inh 0.3, Tb hexokinase -11.1, Runt-CBFb FRET -2.7, RBBP9 inhibitor -2.6, p47phox inh 6.0 and Calpain2 inh -25.4.
`Cc1ccc(C(=O)NNC2=Nc3cc([N+](=O)[O-])ccc3OC2)cc1` gave Runt-SMMHC FRET 5.0, Furin inhibitor -9.9, EBV gp42 block -10.4, p97 ATPase inh 5.5, Tb hexokinase -7.4, Runt-CBFb FRET 1.1, RBBP9 inhibitor -6.9, p47phox inh -17.5 and Calpain2 inh 2.1.
CC1=CC(C)C(/C=N/n2cnnc2)C(C)C1 (centres undefined) was read as Runt-SMMHC FRET -0.7, Furin inhibitor -16.4, EBV gp42 block -2.0, p97 ATPase inh 5.9, Tb hexokinase 6.5, RBBP9 inhibitor -4.3, p47phox inh 1.3 and Calpain2 inh 19.1.
For COc1cc(OC)c(C(=O)NNC(=S)NC2CCCCC2)cc1OC the results were Runt-SMMHC FRET 4.1, Furin inhibitor -5.3, EBV gp42 block 8.6, p97 ATPase inh -2.7, Tb hexokinase 34.7, Runt-CBFb FRET 1.9, RBBP9 inhibitor -10.4, p47phox inh -2.9 and Calpain2 inh -25.3.
For COc1cccc(NC(=O)Cn2c(-c3cncs3)nc3ccccc32)c1 the results were Runt-SMMHC FRET 3.4, Furin inhibitor -20.0[20 µM], EBV gp42 block -6.5, p97 ATPase inh -0.2, Tb hexokinase -0.7, Runt-CBFb FRET 0.7, RBBP9 inhibitor -11.5, p47phox inh -8.6 and Calpain2 inh -25.2.
For O=C(Nc1nnc(-c2ccccc2F)s1)Nc1ccccc1F the results were Runt-SMMHC FRET -0.8, Furin inhibitor -28.6, EBV gp42 block -20.1, p97 ATPase inh 3.1, Tb hexokinase 3.4, Runt-CBFb FRET -0.9, RBBP9 inhibitor -3.6, p47phox inh -10.2 and Calpain2 inh -16.2.
Screening COc1ccc(C(=O)NCCSc2ccccn2)cc1 returned Runt-SMMHC FRET 1.8, Furin inhibitor -13.4, EBV gp42 block -7.9, p97 ATPase inh 3.3, Tb hexokinase 2.2, Runt-CBFb FRET -1.5, RBBP9 inhibitor -1.5, p47phox inh -5.8 and Calpain2 inh -34.6.
COc1ccc(NC(=O)CCCCCN2C(=O)CCC2=O)cc1Cl was read as Runt-SMMHC FRET -3.6, Furin inhibitor -12.7[20 µM], EBV gp42 block -0.3, p97 ATPase inh 4.2, Tb hexokinase -2.1, Runt-CBFb FRET 3.1, RBBP9 inhibitor -0.7, p47phox inh -1.2 and Calpain2 inh -22.4.
For O=C1c2ccccc2-c2c1cccc2C(=O)N1CCN(C(=O)c2ccco2)CC1 the results were Runt-SMMHC FRET 3.1, Furin inhibitor -16.0[20 µM], EBV gp42 block -8.4, p97 ATPase inh 1.2, Tb hexokinase -2.2, Runt-CBFb FRET 1.5, RBBP9 inhibitor -14.4, p47phox inh -6.9 and Calpain2 inh 7.6.
For CC(=O)Nc1cc(-n2cnnn2)ccc1C the results were Runt-SMMHC FRET 1.0, Furin inhibitor -42.7, EBV gp42 block -11.4, p97 ATPase inh 3.1, Tb hexokinase -0.4, Runt-CBFb FRET -1.2, RBBP9 inhibitor -3.8, p47phox inh -8.7 and Calpain2 inh -30.2.
For Cc1ccc(C)c(C(=O)COC(=O)CCCC(=O)Nc2cc(C(F)(F)F)ccc2Cl)c1 the results were Runt-SMMHC FRET -1.3, Furin inhibitor -7.4, EBV gp42 block -15.7, p97 ATPase inh 3.4, Tb hexokinase -5.4, Runt-CBFb FRET -5.4, RBBP9 inhibitor 0.5, p47phox inh -13.4 and Calpain2 inh 10.9.
`O=c1c(F)cn(C2CCCO2)c(=O)n1Cc1c(Cl)cccc1Cl` (centres undefined) gave Runt-SMMHC FRET -1.0, Furin inhibitor -4.0[20 µM], EBV gp42 block -7.2, p97 ATPase inh 1.3, Tb hexokinase -0.8, Runt-CBFb FRET -1.7, RBBP9 inhibitor 4.8, p47phox inh -6.6 and Calpain2 inh 2.9.
For CNC(=O)COc1ccc(S(=O)(=O)Nc2ccc(OC)cc2)cc1 the results were Runt-SMMHC FRET -2.0, Furin inhibitor -15.7, EBV gp42 block -9.5, p97 ATPase inh 4.5, Tb hexokinase -2.8, Runt-CBFb FRET 1.8, RBBP9 inhibitor 0.6, p47phox inh 4.3 and Calpain2 inh -5.3.
Screening CCN=C1SC(CC(=O)NC(N)=O)C(=O)N1CC (centres undefined) returned Runt-SMMHC FRET -3.7, Furin inhibitor -15.9, EBV gp42 block 6.4, p97 ATPase inh -0.7, Tb hexokinase -1.7, Runt-CBFb FRET 0.4, RBBP9 inhibitor 1.0, p47phox inh -8.8 and Calpain2 inh -19.2.
CC(NC(=O)c1ccc(F)cc1)c1ccc(F)cc1 (centres undefined) was read as Runt-SMMHC FRET -4.6, Furin inhibitor -10.7, EBV gp42 block -24.6, p97 ATPase inh 2.7, Tb hexokinase 31.3, Runt-CBFb FRET 0.8, RBBP9 inhibitor 6.7, p47phox inh -13.0 and Calpain2 inh 14.6.
Screening COc1cc(-c2nnc(SCC3(c4ccccc4)OCCO3)o2)cc(OC)c1OC returned Runt-SMMHC FRET -15.6, Furin inhibitor -12.9[20 µM], EBV gp42 block -18.5, p97 ATPase inh -7.4, Tb hexokinase -5.4, Runt-CBFb FRET -2.6, RBBP9 inhibitor -5.3, p47phox inh 4.0 and Calpain2 inh -7.5.
For CCn1nnnc1SCC(=O)N1CCCc2ccccc21 the results were Runt-SMMHC FRET 2.0, Furin inhibitor -18.0[20 µM], EBV gp42 block -18.9, p97 ATPase inh -5.2, Tb hexokinase 0.6, Runt-CBFb FRET -2.2, RBBP9 inhibitor -5.7, p47phox inh -14.5 and Calpain2 inh -16.7.
CCSc1ncc(CO)c(N)n1 was read as Runt-SMMHC FRET 0.2, Furin inhibitor -30.2, EBV gp42 block -5.0, p97 ATPase inh 1.1, Tb hexokinase -5.1, Runt-CBFb FRET 4.0, RBBP9 inhibitor -4.5, p47phox inh -8.2 and Calpain2 inh -14.0.
For O=C(COc1ccc2ccccc2c1)Nc1cccc2cccnc12 the results were Runt-SMMHC FRET -32.2, Furin inhibitor -12.5[20 µM], EBV gp42 block -12.2, p97 ATPase inh 2.0, Tb hexokinase -3.2, Runt-CBFb FRET -1.0, RBBP9 inhibitor -14.0, p47phox inh -51.6 and Calpain2 inh -7.5.

Some of these compounds in order of SMILES length, ascending:
CC(NC(=O)c1ccc(F)cc1)c1ccc(F)cc1 (centres undefined) was read as Runt-SMMHC FRET -4.6, Furin inhibitor -10.7, EBV gp42 block -24.6, p97 ATPase inh 2.7, Tb hexokinase 31.3, Runt-CBFb FRET 0.8, RBBP9 inhibitor 6.7, p47phox inh -13.0 and Calpain2 inh 14.6.
For O=C(Nc1nnc(-c2ccccc2F)s1)Nc1ccccc1F the results were Runt-SMMHC FRET -0.8, Furin inhibitor -28.6, EBV gp42 block -20.1, p97 ATPase inh 3.1, Tb hexokinase 3.4, Runt-CBFb FRET -0.9, RBBP9 inhibitor -3.6, p47phox inh -10.2 and Calpain2 inh -16.2.
For O=C(COc1ccc2ccccc2c1)Nc1cccc2cccnc12 the results were Runt-SMMHC FRET -32.2, Furin inhibitor -12.5[20 µM], EBV gp42 block -12.2, p97 ATPase inh 2.0, Tb hexokinase -3.2, Runt-CBFb FRET -1.0, RBBP9 inhibitor -14.0, p47phox inh -51.6 and Calpain2 inh -7.5.

Next structures follow.
O=S(=O)(/N=C(/c1ccc(Cl)cc1)N1CCOCC1)c1ccc(Cl)cc1 was read as Runt-SMMHC FRET 0.8, Furin inhibitor -15.5, EBV gp42 block 5.8, p97 ATPase inh -2.7, Tb hexokinase -2.1, Runt-CBFb FRET 1.0, RBBP9 inhibitor -6.8, p47phox inh 1.1 and Calpain2 inh 6.8.
For CN(C)c1ccc(C=NCCC2(c3ccccc3)CCOC(C)(C)C2)cc1 (centres undefined) the results were Runt-SMMHC FRET 0.5, Furin inhibitor 9.1, EBV gp42 block -10.8, p97 ATPase inh -2.9, Tb hexokinase -59.8, Runt-CBFb FRET 0.2, RBBP9 inhibitor -8.2, p47phox inh -2.8 and Calpain2 inh 26.5.
`CC(=O)N(CCC(Cc1ccccc1)c1ccc2c(c1)OCO2)Cc1ccc(Cl)cc1` (centres undefined) gave Runt-SMMHC FRET -2.1, Furin inhibitor -5.8[20 µM], EBV gp42 block -4.0, p97 ATPase inh -4.6, Tb hexokinase 11.3, Runt-CBFb FRET -1.3, RBBP9 inhibitor -10.7, p47phox inh -11.6 and Calpain2 inh 24.3.
For O=C(NCc1ccco1)c1ccc(-c2ccccc2Cl)o1 the results were Runt-SMMHC FRET 2.4, Furin inhibitor -19.8, EBV gp42 block -6.0, p97 ATPase inh 4.7, Tb hexokinase 2.2, Runt-CBFb FRET 3.9, RBBP9 inhibitor -4.4, p47phox inh -15.6 and Calpain2 inh -3.1.
O=C(Nc1nc2ccccc2n1CCN1CCCCC1)C1CCCCC1 was read as Runt-SMMHC FRET -1.1, Furin inhibitor -12.4[20 µM], EBV gp42 block -3.5, p97 ATPase inh 1.8, Tb hexokinase -2.9, Runt-CBFb FRET 0.3, RBBP9 inhibitor -8.1, p47phox inh 4.1 and Calpain2 inh -4.7.
Screening CNC(=S)NNC(=O)c1ccccc1Br returned Runt-SMMHC FRET -0.8, Furin inhibitor -23.7, EBV gp42 block -9.4, p97 ATPase inh 4.3, Tb hexokinase -1.7, Runt-CBFb FRET -1.0, RBBP9 inhibitor -3.6, p47phox inh -13.6 and Calpain2 inh -5.0.
For Cc1ccc2nc3cc([N+](=O)[O-])cc([N+](=O)[O-])c3cc2c1 the results were Runt-SMMHC FRET -18.5, Furin inhibitor -2.4, EBV gp42 block 12.3, p97 ATPase inh 5.9, Tb hexokinase 5.0, RBBP9 inhibitor 1.4, p47phox inh -10.5 and Calpain2 inh -81.4.
Screening O=C(Nc1ccc(C(F)(F)F)cc1)c1ccccc1Br returned Runt-SMMHC FRET 1.3, Furin inhibitor -11.7, EBV gp42 block -3.4, p97 ATPase inh 3.6, Tb hexokinase -2.7, Runt-CBFb FRET -2.4, RBBP9 inhibitor -6.4, p47phox inh 0.5 and Calpain2 inh 6.2.
O=C(c1ccc2c(c1)N(Cc1ccccc1)C(=O)c1ccccc1S2)N1CCCC1 was read as Runt-SMMHC FRET -1.4, Furin inhibitor -16.7, EBV gp42 block -8.4, p97 ATPase inh 1.2, Tb hexokinase -7.9, Runt-CBFb FRET -3.6, RBBP9 inhibitor -5.9, p47phox inh -14.6 and Calpain2 inh -23.5.
CCCCN(CC)S(=O)(=O)c1ccccc1 was read as Runt-SMMHC FRET -3.9, Furin inhibitor -4.7[20 µM], EBV gp42 block -5.9, p97 ATPase inh -0.8, Tb hexokinase 0.3, Runt-CBFb FRET 0.0, RBBP9 inhibitor -6.4, p47phox inh -1.9 and Calpain2 inh -61.2.
Screening COC(=O)c1cn(NC(=O)/C=C/c2cc(OC)ccc2OC)c(=O)c2ccccc12 returned Runt-SMMHC FRET 0.1, Furin inhibitor -6.7, EBV gp42 block -5.2, p97 ATPase inh 2.1, Tb hexokinase -14.5, Runt-CBFb FRET -5.3, RBBP9 inhibitor -3.4, p47phox inh -4.5 and Calpain2 inh -182.0.
